GPR55 activation – GPR55 agonists via beta-arrestin recruitment, primary screen, imaging, U2OS cells, beta-arrestin-GFP redistribution (AID 1961). G-protein coupled receptor 55 (Homo sapiens). activation, % at 10 µM; hits with a dose series show EC50 in µM. U2OS GPR55 beta-arrestin-GFP redistribution imaging; higher % means a stronger effect. 290,000 tested, 0.048% active;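 active = activation above 40% with more than 50 cells counted in the well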;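 also: U2OS osteosarcoma cells stably expressing GPR55 and beta-arrestin-GFP; plate controls were DMSO negative control for no effect and LPI positive control for full effect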
Yfh1-off respiration – enhancers of respiration in Yfh1-depleted yeast, dose response, Friedreich's ataxia, plus single-dose screen (AID 1465). S. cerevisiae Yfh1-off respiration, WST-1 reduction, 72 h; higher fold induction means a stronger effect. fold induction at 50 µM, or EC50 in µM where a hit was titrated. 220,000 tested, 0.074% active;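 active = fold induction of absorbance versus untreated yeast above a set limit, then at least 30% activation at any dose in follow-up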;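 also: activators that raise dye reduction in frataxin-depleted yeast; strong numbers were not always called active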
Large T inhibition – SV40 large T antigen inhibitors, biochemical (AID 1903); SV40 large T antigen ATPase/helicase inhibition assay; higher % means a stronger effect; one-dose inhibition, % at 20 µM; IC50 in µM for titrated hits; 310,000 tested, 0.39% active; in the data active = a potency from the dose series; also: strong numbers were not always called active
AID2073 – inhibitors of Mint1-CaV2.2 protein interaction, biochemical, HTRF (AID 2073) | 290,000 tested, 0.19% active | HTRF protein-protein interaction, Mint1-CaV2.2; higher % means a stronger effect | Voltage-dependent N-type calcium channel subunit alpha-1B (Homo sapiens) | inhibition, % at 20 µM; hits with a dose series show IC50 in µM; in the data active = inhibition mostly above about 51%, no sharp cut-off; also: some results filed as inactive read as strong as hits
NTR1 ag – agonists of NTR1, primary screen, imaging, U2OS cells, beta-arrestin-GFP, high content (AID 493036); Neurotensin receptor type 1 (Homo sapiens), P30989; NTR1-U2OS beta-arrestin-GFP spot imaging, agonist mode; activation, % at 20 µM; 330,000 tested, 0.17% active;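 active = activation at or above 40% of the spot to cytoplasm intensity ratio, with at least 20 cells analyzed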;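 also: 0% = DMSO without peptide and 100% = 100 nM NTR1 peptide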
Target sequence (P30989 whole entry, looked up): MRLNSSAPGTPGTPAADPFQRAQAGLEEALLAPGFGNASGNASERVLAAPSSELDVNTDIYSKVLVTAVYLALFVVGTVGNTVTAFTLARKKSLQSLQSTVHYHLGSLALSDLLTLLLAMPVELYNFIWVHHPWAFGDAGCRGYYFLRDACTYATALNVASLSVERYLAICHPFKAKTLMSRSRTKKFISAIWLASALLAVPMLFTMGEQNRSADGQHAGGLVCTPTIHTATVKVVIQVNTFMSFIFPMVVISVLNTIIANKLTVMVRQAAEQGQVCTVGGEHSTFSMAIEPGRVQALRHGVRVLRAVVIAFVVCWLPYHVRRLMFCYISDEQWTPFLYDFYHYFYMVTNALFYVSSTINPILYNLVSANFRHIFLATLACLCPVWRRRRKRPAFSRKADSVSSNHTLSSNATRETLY
GPR55 LPI antagonism – GPR55 antagonists blocking LPI-driven arrestin recruitment, primary screen, imaging, U2OS, beta-arrestin-GFP, LPI agonist (AID 2013); 290,000 tested, 0.13% active; U2OS GPR55 beta-arrestin-GFP translocation imaging, LPI antagonism; higher % means a stronger effect; inhibition, % at 10 µM; hits with a dose series show IC50 in µM; G-protein coupled receptor 55 (Homo sapiens);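 active = spots per cell inhibited over 60%, with over 100 cells counted and total cytoplasm intensity under 500,000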;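 also: U2OS cells stably carrying GPR55 and arrestin-GFP stimulated by 5 µM LPI near EC80; imaged beta-arrestin-GFP aggregate spots per cell after agonist stimulation; plate controls were LPI-stimulated DMSO wells for no effect and DMSO wells without LPI for full effect; some results filed as inactive read as strong as hits; confirmed hits need IC50 under 10 µM and bright autofluorescent wells are also inconclusive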
MgcRacGAP inhibition – MgcRacGAP GTPase-activating activity inhibitors, confirmation, biochemical, ADP Hunter fluorescence; Rac GTPase-activating protein 1 (Homo sapiens); MgcRacGAP-stimulated Rac1 GTP hydrolysis, ADP Hunter fluorescence; higher % means a stronger effect; GST-tagged Rac1 F28L mutant substrate; inhibition, % at 30 µM, or IC50 in µM where a hit was titrated; 340,000 tested, 0.6% active; AID 624330, 2012;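 active = first-screen hits whose inhibition reached a set limit at any dose in the follow-up dose series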;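 also: fluorescence reports GDP produced by GAP-driven GTP hydrolysis; strong numbers were not always called active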
Dengue-2 NS5 capping – Dengue-2 NS5 methyltransferase inhibitors, primary screen, biochemical, confirmation dose response (AID 588689); inhibition, % at 25 µM, or IC50 in µM where a hit was titrated; Dengue-2 NS5 methyltransferase capping enzyme assay, biochemical; higher % means a stronger effect; 340,000 tested, 0.3% active; Genome polyprotein (Dengue virus type 2 (strain 16681-PDK53)); in the data active = a potency from the dose series
GPR35 antagonists – GPR35 antagonists blocking zaprinast-driven arrestin recruitment, primary screen, imaging, U2OS, beta-arrestin-GFP, zaprinast agonist (AID 2058). inhibition, % at 10 µM, or IC50 in µM where a hit was titrated. 290,000 tested, 0.052% active. G-protein coupled receptor 35 (Homo sapiens). U2OS GPR35 beta-arrestin-GFP translocation imaging, zaprinast antagonism; higher % means a stronger effect;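 active = inhibition of at least 50% with at least 30 cells and total cytoplasm GFP at most 10,000,000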
NTR1 ag cell count 20 µM – further read-out of NTR1 ag, marked with its call; cell count; measured here: cell count, cytotoxicity flag
Active calls of the source: *; i = inactive; · = no result given.

SMILES	GPR55 activation	Yfh1-off respiration	Large T inhibition	AID2073	NTR1 ag	NTR1 ag cell count 20 µM	GPR55 LPI antagonism	MgcRacGAP inhibition	Dengue-2 NS5 capping	GPR35 antagonists
CCC(C)NCC(O)(c1ccc(Cl)cc1)c1ccc(Cl)cc1 (stereo not drawn)	-0.6%	i	5.2%	-8.7%	5.2	50	20.2%	0.9%	9.3%	1.9%
C=CCNC(=O)/C(C#N)=C/c1ccc(SC)cc1	0.1%	i	8.1%	11.6%	-0.9	51	0.2%	6.1%	-4.0%	-11.3%
CC(=O)N1CCN=C1SCc1cccc(F)c1	-0.2%	·	3.3%	4.9%	0.0	55	-3.1%	-2.5%	1.8%	3.2%
CCCCCn1c(=O)[nH]c2cc(C(=O)N3CCN(c4ccc(C(C)=O)cc4)CC3)ccc2c1=O	-0.1%	·	3.6%	1.0%	3.7	36	3.2%	2.1%	-0.9%	-14.3%
COc1ccc(CCNC(=O)CCCCC(=O)NCCc2ccc(OC)c(OC)c2)cc1OC	·	·	9.5%	·	1.8	61	·	-8.1%	-1.5%	·
CCO[C@H]1OC(C(=O)NC2CC2)=C[C@@H](C)[C@@H]1CCCO	-0.2%	i	-1.2%	19.2%	-1.7	78	5.4%	2.6%	0.4%	-2.7%
COC(=O)CCCCCN1C(=O)/C(=C\c2ccncc2)SC1=S	-0.1%	i	19.1%	-7.4%	4.1	40	10.6%	-7.5%	10.8%	-4.7%
COc1cccc(-c2cc(C(=O)Nc3ccc4c(c3)OCCO4)c3ccccc3n2)c1	-0.2%	·	14.1%	19.8%	·	·	17.3%	·	·	-8.6%
COc1ccc(NC(=O)CN2c3cccc4cccc(c34)S2(=O)=O)c(OC)c1	-0.1%	i	17.8%	-0.8%	-0.7	59	13.3%	3.3%	-2.7%	-8.2%
CCCC1CCC(c2ccc(C(N)=O)cc2)CC1 (stereo not drawn)	-0.1%	i	11.2%	4.3%	-1.3	35	6.3%	7.7%	-2.7%	-0.9%
S=C(NCc1ccccc1)NCc1ccccn1	-0.1%	i	8.1%	-0.8%	-1.2	45	3.1%	7.8%	0.0%	5.0%
CCOc1ccc(OCc2cccc(C(=O)N3CCCCCC3)c2)cc1	-0.3%	i	9.1%	-4.4%	1.0	90	9.2%	16.6%	0.0%	5.1%
N#Cc1cc2c(=O)n3ccccc3nc2n(-c2ccccc2Cl)c1=O	-0.2%	i	12.5%	13.7%	-0.9	27	0.3%	7.1%	1.6%	7.3%
CCc1c(C)nc(N)c(C#N)c1-c1ccccc1	-0.1%	i	1.6%	28.7%	0.3	48	13.0%	2.7%	0.0%	-7.5%
Cc1ccc2cc(C)c3nnc(SCC(=O)N4CCN(C(=O)c5ccco5)CC4)n3c2c1	0.3%	i	8.5%	5.9%	-1.0	47	4.4%	4.5%	-1.4%	-2.0%
COc1ccc(C(=O)OCC(=O)Nc2c(C)cccc2C)cc1	-0.1%	·	6.7%	4.5%	1.3	42	7.5%	8.0%	-0.9%	4.3%
COC(=O)CSc1nnc(C)n1-c1ccc(C)cc1	0.2%	i	11.0%	-6.1%	-0.5	60	-0.9%	4.6%	1.6%	2.5%
COc1ccccc1CNC(=O)CSc1cc(=O)n(C)c2ccccc12	-0.2%	i	4.1%	-3.9%	0.1	107	3.9%	9.5%	-0.9%	-24.2%
O=C(N/N=C/c1c[nH]c2ccccc12)C1CC1c1ccccc1 (stereo not drawn)	-0.2%	i	23.7%	29.6%	22.8	81	-6.2%	7.8%	1.8%	-21.6%
COc1ccc(OCC(=O)OCCNC(=O)c2cccnc2)cc1	-0.1%	i	13.4%	-3.8%	0.7	57	8.8%	-12.5%	-2.9%	-15.9%
Cc1occc1C(=O)NNC(=O)Nc1ccc([N+](=O)[O-])cc1	-0.4%	i	25.7%	2.4%	0.5	42	-0.9%	4.4%	-17.6%	-11.2%
COc1ccc(N2CCN(C(=O)c3ccc(Cl)c(S(=O)(=O)N4CCCC4)c3)CC2)cc1	0.6%	i	23.8%	-2.9%	0.5	34	5.2%	16.8%	-13.8%	-3.5%
CCOc1cc(C2C(C(=O)c3ccco3)=C(O)C(=O)N2CC2CCCO2)ccc1O (stereo not drawn)	0.2%	·	5.6%	12.5%	1.9	47	7.6%	2.9%	-0.8%	16.9%
COc1cc(C(=O)Nc2ccc(Oc3ncnc4sc(-c5ccccc5)cc34)cc2)cc(OC)c1OC	-0.2%	i	16.0%	0.3%	1.3	74	-12.6%	8.1%	-3.9%	-12.3%
CCN(CC)CCCN1C(=O)C2C(C(=O)Nc3ccc(C(C)C)cc3)C3C=CC2(O3)C1C(=O)NC1CCCCC1 (stereo not drawn)	-0.1%	·	14.3%	8.2%	-1.2	60	15.1%	6.9%	-15.1%	9.8%
SMILES	GPR55 activation	Yfh1-off respiration	Large T inhibition	AID2073	NTR1 ag	NTR1 ag cell count 20 µM	GPR55 LPI antagonism	MgcRacGAP inhibition	Dengue-2 NS5 capping	GPR35 antagonists
COC(=O)C(C)Oc1ccc2c(c1)O/C(=C\c1ccco1)C2=O (stereo not drawn)	0.0%	·	28.6%	-3.8%	-0.8	81	0.7%	13.4%	-2.6%	-19.1%
CCOc1ccc(N(C)S(=O)(=O)c2csc(C(N)=O)c2)cc1	-0.1%	·	8.2%	10.8%	-1.0	103	-2.6%	13.0%	-5.4%	-7.9%
Cc1cccc(C)c1OCC(=O)Nc1ccc(NC(=O)c2ccco2)cc1	-0.3%	i	-2.2%	7.3%	-4.1	10	-3.1%	7.3%	4.5%	-0.2%
COCCNC(=O)C(c1ccc(O)cc1)N(C(=O)CCC(=O)Nc1nccs1)c1cccc(C)c1 (stereo not drawn)	0.5%	i	6.0%	-6.9%	0.6	51	0.9%	0.9%	7.8%	-0.1%
Cc1nc(C(=O)NNC(=O)c2ccccc2Cl)c(C(F)(F)F)o1	0.2%	i	4.3%	6.5%	-0.4	56	-6.3%	8.9%	5.4%	2.7%
CCOc1ccc2nc(C)cc(Nc3ccc4c(c3)OCCO4)c2c1	-0.1%	i	7.1%	24.9%	6.7	50	27.3%	12.7%	-2.0%	26.3%
Cc1ccc(C)c(S(=O)(=O)Nc2ccc(O)c3ccccc23)c1	-0.2%	·	15.7%	-24.7%	-0.3	48	1.0%	-85.2%	74.0%	-1.8%
O=C(O)c1cc(S(=O)(=O)N2CC3CC3C2C(=O)O)c(Cl)cc1Cl (stereo not drawn)	-0.1%	·	5.7%	13.2%	-0.5	54	16.9%	9.8%	-1.3%	7.9%
COc1ccc(C)cc1S(=O)(=O)N(CC(=O)O)c1ccc(F)cc1	0.2%	i	9.6%	-4.1%	-1.3	41	-5.9%	3.4%	8.3%	2.9%
C/C(=N\NC(=O)COc1ccc(C(C)(C)C)cc1)c1ccccc1	-0.2%	i	-1.8%	3.9%	16.3	32	-7.0%	0.3%	0.0%	-6.9%
COc1cc2cc(Br)cc(Br)c2nc1C	-0.1%	i	-3.6%	48.4%	-1.7	36	-1.2%	2.9%	-0.7%	-1.8%
O=C(NCCc1ccccc1)c1coc(=O)c(Br)c1	0.5%	·	1.0%	4.7%	-2.1	99	-3.0%	-0.5%	-13.4%	4.6%
CC(=O)Nc1ccc(S(=O)(=O)NCC(=O)NCCCc2ccccc2)cc1	0.3%	·	-1.6%	-2.8%	0.3	60	-1.9%	6.5%	-7.4%	20.3%
COc1ccc(C(=O)Nc2ccc(C(=O)N3CCCCC3C)cc2)c(OC)c1OC (stereo not drawn)	0.3%	·	-6.4%	-0.7%	-1.1	57	-9.8%	7.6%	-6.8%	7.1%
COc1ccc(C(=O)NC(=S)Nc2ccc3c(c2)Cc2ccccc2-3)cc1	-0.1%	i	13.3%	-10.8%	1.3	46	-1.2%	12.3%	-4.7%	13.0%
COc1ccc(CNC(=O)Cc2cccs2)cc1	-0.1%	·	7.7%	2.2%	-0.2	64	0.2%	12.8%	11.2%	13.2%
Cc1ccc(Nc2c3c(nc4ncnn24)CCC3)cc1	-0.2%	i	14.0%	0.2%	-0.1	77	-4.9%	-3.9%	-2.0%	10.3%
CC12CCC(=O)N1C(C(=O)Nc1cc(Cl)ccc1N1CCOCC1)CS2 (stereo not drawn)	0.4%	·	4.0%	6.7%	0.0	52	10.1%	7.0%	-1.9%	5.4%
CC12CCC(=O)N1C(C(=O)Nc1cc(S(=O)(=O)N3CCCCCC3)ccc1OCC(F)(F)F)CS2 (stereo not drawn)	-0.2%	·	-8.6%	5.2%	0.7	76	-8.5%	5.3%	-1.9%	-6.7%
Cn1c(OCc2cccnc2)nc2c1c(=O)n(Cc1ccc(Br)cc1)c(=O)n2C	-0.2%	i	8.9%	1.6%	4.7	80	1.2%	0.5%	-2.6%	0.2%
CC(=O)Nc1ccc(OCC(O)Cn2nc(C)c(Br)c2C)cc1 (stereo not drawn)	0.6%	i	24.7%	10.8%	-0.5	75	6.3%	8.3%	-4.5%	-3.0%
CCOC(=O)C1(CC2CCCCO2)CCN(Cc2cn[nH]c2-c2cccc(F)c2)CC1 (stereo not drawn)	0.2%	i	8.6%	-5.6%	1.6	54	4.7%	5.4%	-2.3%	7.0%
CN(C)c1ccc(/C=C/c2ccc3ccccc3n2)cc1	-0.1%	i	11.6%	29.8%	·	·	23.2%	10.9%	-7.8%	11.2%
COc1cc(C#Cc2c(-c3ccccc3)n(C)c3ccccc23)cc(OC)c1	8.8%	·	19.1%	24.3%	2.0	73	-4.1%	5.1%	-2.1%	8.1%
Cc1ccc2c(c1)-c1ccccc1S(=O)(=O)N2	0.2%	i	·	4.2%	-1.3	79	5.5%	4.2%	3.8%	-6.0%
CCOC(=O)c1c(Cc2ccc(Cl)cc2)c[nH]c1C	0.2%	i	3.2%	-5.6%	-0.3	74	8.2%	5.7%	-8.9%	16.8%
COc1ccc(-c2nc(N)ncc2-c2ccc(Cl)cc2)c(O)c1	-0.2%	·	4.2%	13.9%	8.7	88	3.6%	10.3%	1.3%	-12.1%
O=C(NCC(=O)N1CCCCCCC1)c1ccc(Br)o1	·	·	0.3%	·	0.6	53	·	5.5%	-5.9%	·
